# Source: PubChem
# DT40 TDP1 CPT – DT40-hTDP1 cell growth loss with CPT; chicken DT40 Tdp1-/-;hTDP1 cells + 20 nM CPT, ATP luminescence, 48 h; Potency, µM (highest dose often 46.2 µM), without a hit: top-dose activity change, negative = growth inhibition, hits mostly inhibitors; 420,000 tested, 12% active; AID 686979; note: nearly all actives have a fitted effect of over 55% in size
#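 Chicken DT40 Tdp1-/- cells complemented with human TDP1, 400 cells/well, exposed to compounds plus 20 nM camptothecin for at least 48 h at 37 C; viability read as ATP content by CellTiter-Glo luminescence.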
# GCN5L2 inh – GCN5L2 (KAT2A) acetyltransferase inhibition | Q92830 | GCN5L2 HAT assay, ThioGlo1 CoA-SH fluorescence | Potency, µM (series often up to 58.9 µM), for the others: at the top dose activity change, negative = inhibition, most hits filed as inhibitors | 390,000 tested, 0.21% active
# Target sequence (Q92830 whole entry, looked up): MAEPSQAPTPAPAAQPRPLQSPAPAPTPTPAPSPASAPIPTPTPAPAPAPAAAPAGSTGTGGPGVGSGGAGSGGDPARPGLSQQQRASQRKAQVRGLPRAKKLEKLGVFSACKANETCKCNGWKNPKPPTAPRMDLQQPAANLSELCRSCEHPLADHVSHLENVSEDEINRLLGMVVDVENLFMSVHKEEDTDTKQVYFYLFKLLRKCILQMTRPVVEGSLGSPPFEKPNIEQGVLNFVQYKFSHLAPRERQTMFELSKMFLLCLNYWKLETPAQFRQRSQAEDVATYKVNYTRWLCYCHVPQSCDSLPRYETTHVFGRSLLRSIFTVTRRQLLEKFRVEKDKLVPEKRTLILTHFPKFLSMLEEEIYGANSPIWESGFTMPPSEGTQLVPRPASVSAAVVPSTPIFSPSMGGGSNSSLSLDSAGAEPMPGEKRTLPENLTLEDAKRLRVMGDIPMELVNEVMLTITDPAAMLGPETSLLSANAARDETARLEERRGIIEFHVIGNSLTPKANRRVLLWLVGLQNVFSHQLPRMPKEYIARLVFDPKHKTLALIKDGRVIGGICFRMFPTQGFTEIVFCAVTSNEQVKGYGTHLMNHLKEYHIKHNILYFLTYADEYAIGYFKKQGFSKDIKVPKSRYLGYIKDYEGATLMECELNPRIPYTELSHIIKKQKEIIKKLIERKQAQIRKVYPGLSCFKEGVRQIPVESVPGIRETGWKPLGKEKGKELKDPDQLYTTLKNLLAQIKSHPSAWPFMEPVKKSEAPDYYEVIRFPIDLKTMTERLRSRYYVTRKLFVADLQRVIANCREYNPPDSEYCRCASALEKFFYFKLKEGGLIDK
#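 Fluorescence readout, Ex340nm/Em540nm: ThioGlo1 (50uM final) reacts with free CoA thiol released as 20nM GCN5L2 acetylates H3(1-25) peptide (75uM) using acetyl-CoA (70uM). Compound and enzyme sat 15 min beforehand; 20 min room-temperature reaction.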
# DT40 TDP1 no CPT – qHTS for Inhibitors of human tyrosyl-DNA phosphodiesterase 1 (TDP1): qHTS in cells in absence of CPT; 420,000 tested, 15% active; Potency, µM (top dose mostly 46.2 µM), inactives show at the top dose activity change, negative = growth inhibition, hits mostly inhibitors; AID 686978, 2013; DT40 Tdp1-/- hTDP1 cells, no CPT, ATP luminescence, 48 h; note: nearly all actives have a fitted effect of over 55% in size
#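 Luminescent ATP content (CellTiter-Glo) served as the growth readout. Knockout chicken DT40 cells expressing human TDP1 were exposed to compounds without camptothecin for a minimum 48 hr at 37 °C.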
# * = called active by the depositor; ? = inconclusive; . = not tested or not shown; & = joins results of further samples. Calls come from the whole dose curve; as a rule, active = well fitted curve in the direction sought with a large enough effect; inconclusive = small, poorly fitted or top-dose-only effect, or another doubt; inactive = no such curve, though single readings can be large; an effect the other way counts as inactive or inconclusive. % is set by controls: 0 for no effect and ±100 for the full control effect; potency is the fitted concentration of half-maximal effect.
# The line under a structure holds: GCN5L2 inh	DT40 TDP1 CPT	DT40 TDP1 no CPT
CCOC1=C2[C@H](c3ccc(Cl)cc3)N(S(=O)(=O)c3ccc(C)cc3)C[C@H]2n2c(=O)n(-c3ccccc3)c(=O)n2C1
→ .	?	-18%
O=C(O)Cc1cccc2ccccc12
→ -9%&-24%	0%	?
Cn1ccc(C(=O)NC(=S)Nc2ccc([N+](=O)[O-])cc2O)n1
→ -7%	-7%	-5%
OC(c1cc(F)cc(Cl)c1)c1ncc(-c2ccccc2C(F)(F)F)[nH]1 (stereo unspecified)
→ .	?	?
COc1cccc(C(=O)NC2CC3CCCC(C2)N3Cc2ccc(C)cc2)c1 (stereo unspecified)
→ 1%	-22%	?
Cc1cccc(N(C(=O)c2csnn2)C(C(=O)NC2CCCC2)c2ccncc2)c1 (stereo unspecified)
→ -19%	0%	4%
Cc1cc(O)c(S(=O)(=O)c2ccccc2)c(C)c1NS(=O)(=O)c1ccccc1
→ -30%	-25%	?
CCCCN1C(=O)C(CC(=O)NCc2ccco2)CC(C(=O)N2CCCCCC2)=C1C (stereo unspecified)
→ .	2%	-18%
NC(=O)CC(NC(=O)Cc1ccc(Br)cc1)c1ccc(NCC2CC2)c([N+](=O)[O-])c1 (stereo unspecified)
→ -21%	?	?
COCCN(CC(=O)NCc1ccccc1)C(=O)CCC(=O)Nc1ccccn1
→ -17%	0%	-12%
COc1ccc(NC(=O)c2[nH]c(C)c(C(C)=O)c2C)cc1Cl
→ -8%	2.1µM*	?
O=C(Nc1cccc(Cl)c1)c1cc(S(=O)(=O)N2CCCc3ccccc32)ccc1F
→ -3%	10µM*	4.1µM*
COc1ccc(-c2cc(-c3nc(-c4cc(OC)c(OC)c(OC)c4)no3)[nH]n2)c(OC)c1
→ -4%	21µM*	13µM*
C=CCNc1nc(Nc2ccc(OC)c(OC)c2)c2sc(-c3ccccc3)cc2n1
→ .	1.8µM*	1.6µM*
CCOC(=O)[C@H]1[C@H]2COc3cc(OC)ccc3[C@@H]2N2C(=O)c3c(C)cc(C)cc3NC(=O)[C@@]12C
→ -6%	?	?
Cc1ccc(C(=O)Cn2c(C(=O)/C=C/c3ccccc3)nc3ccccc32)cc1
→ -1%	16µM*	16µM*
CC(C)CC(=O)Nc1nnc(-c2ccco2)s1
→ -4%	-14%	-11%
COc1ccccc1-c1oc2ccccc2c1-c1ccc2cc[nH]c2c1
→ -28%	?	?
COc1ccc(-n2c(=S)[nH]c3cc(C(=O)NCc4ccco4)ccc3c2=O)cc1OC
→ -1%&-3%	-20%&18%	-25%&-29%
CCOC(=O)c1c(C)c(-c2ccccc2)n(CC(=O)Nc2cccc(C)c2C)c1C
→ -2%	13µM*	15µM*
CCCCCCCn1c(NC(=O)CC)nc2ccccc21
→ -7%	?	21µM*
O=C(O)c1ccc(Nc2nc(-c3ccccc3)c3ccccc3n2)cc1
→ -12%	16%	-4%
Cn1c(SCC(=O)c2cc3ccccc3o2)nnc1-c1ccccc1
→ -9%	-16%	?
Cc1ccc(N2CC(C(=O)Nc3ccccc3N3CCCC3)CC2=O)cc1 (stereo unspecified)
→ -1%	?	-14%
Cc1cnc(C(=O)OCC(=O)N(C(C)C)C(C)C)cn1
→ -2%	10%	5%
CC(C)(C)C(=O)Nc1ccc(C(=O)CN2C(=O)NC3(CCOc4ccccc43)C2=O)cc1 (stereo unspecified)
→ -2%	?	?
Cc1ccc(NC(=O)C2CCCN2S(=O)(=O)c2ccc3c(c2)n(C)c(=O)c(=O)n3C)cc1C (stereo unspecified)
→ -2%&0%	-16%&-2%	-14%&-25%
COc1cccc(OCc2nc3ncc(Br)cc3[nH]2)c1
→ 1%	4.1µM*	2.9µM*
O=C(CN1C(=O)NC2(CCCC2)C1=O)Nc1cc(S(=O)(=O)N2CCCCC2)ccc1Cl
→ 0%	?	?
Cc1nc(CNC(=O)c2cc(COc3c(F)cccc3F)on2)cs1
→ 1%	?	?

# Additional structures
# The line under a structure holds: GCN5L2 inh	DT40 TDP1 CPT	DT40 TDP1 no CPT
O=S(=O)(c1ccc(Cl)cc1)c1snnc1-c1ccccc1
→ 0%	5.2µM*	4.1µM*
Cc1ccc(-c2nc(CS(=O)CC(=O)NCc3ccc(Cl)cc3)c(C)o2)cc1 (stereo unspecified)
→ -1%	?	?
O=C(NNC1OC(CO)C(O)C(O)C1O)c1cccnc1 (stereo unspecified)
→ 0%	1%	2%
CCOc1ccc(S(=O)(=O)N2CCC(C(=O)N3CCCC3)CC2)cc1C
→ 0%	-12%	?
O=C(NCc1ccccc1)c1cnc(N2CCCCC2)c2ccccc12
→ -6%	23µM*	?
N/C(=N\OC(=O)CCCc1ccccc1)c1ccccc1
→ -25%	1%	9%
CC(C)Oc1ccc(N2CC(C(=O)Nc3ccccc3F)CC2=O)cc1 (stereo unspecified)
→ -19%	-18%	?
O=C(NCCCO)C(=O)Nc1c2c(nn1-c1ccc(F)cc1)CSC2
→ -19%	-6%	-5%
CCOc1ccc(CCNC(=O)COC(=O)c2ccccc2O)cc1OCC
→ -3%	-4%	-19%
COc1ccc(C)cc1NC(=O)C(Sc1nnc(Nc2cc(C)ccc2OC)s1)c1ccccc1 (stereo unspecified)
→ -7%	?	?
CNC(=O)COC(=O)c1cc(=O)[nH]c2ccccc12
→ -17%	-17%	-6%
CSc1ncc(Cl)c(C(=O)C(C#N)c2nc3c(C)cc(C)cc3c(=O)[nH]2)n1 (stereo unspecified)
→ -21%	?	26µM*
Cc1ccc(CNC(=O)CN(c2ccc(Cl)cc2)S(C)(=O)=O)cc1
→ -8%	-14%	-13%
CCn1cc(C(=O)Nc2ccc(C)cc2[N+](=O)[O-])c(C)n1
→ .	-5%	-2%
Cc1ccc(S(=O)(=O)Nc2ccc(O)c(S(=O)(=O)c3ccc(C)cc3)c2)cc1
→ ?	?	-18%
CN(C)CCCN(C(=O)COc1ccccc1)c1nc2c(F)cccc2s1
→ -6%	-9%	12%
O=C(CCc1ccccc1)Nc1ccc(S(=O)(=O)Nc2nccs2)cc1
→ -8%	1%	-2%
O=C(CCc1nnc(-c2ccc3c(c2)OCO3)o1)NCCc1ccccc1F
→ -4%	16µM*	?
O=C(Nc1nccs1)C(Br)C(Br)c1ccccc1 (stereo unspecified)
→ -16%	10µM*	21µM*
CC(Cc1ccccc1)C(=O)Nc1ccccc1 (stereo unspecified)
→ -1%	-12%	-16%
CCn1c(SCC(=O)N(C(C)C)C(C)C)nnc1-c1cc2ccccc2cc1O
→ -5%	23µM*	18µM*
Cn1cc(C(c2ccccc2OCC(=O)O)c2cn(C)c3ccccc23)c2ccccc21
→ -5%	12µM*	16µM*

# Of the compounds above, nine contain an aryl methoxy group:
# The line under a structure holds: GCN5L2 inh	DT40 TDP1 CPT	DT40 TDP1 no CPT
COc1cccc(C(=O)NC2CC3CCCC(C2)N3Cc2ccc(C)cc2)c1 (stereo unspecified)
→ 1%	-22%	?
COc1ccc(NC(=O)c2[nH]c(C)c(C(C)=O)c2C)cc1Cl
→ -8%	2.1µM*	?
COc1ccc(-c2cc(-c3nc(-c4cc(OC)c(OC)c(OC)c4)no3)[nH]n2)c(OC)c1
→ -4%	21µM*	13µM*
C=CCNc1nc(Nc2ccc(OC)c(OC)c2)c2sc(-c3ccccc3)cc2n1
→ .	1.8µM*	1.6µM*
CCOC(=O)[C@H]1[C@H]2COc3cc(OC)ccc3[C@@H]2N2C(=O)c3c(C)cc(C)cc3NC(=O)[C@@]12C
→ -6%	?	?
COc1ccccc1-c1oc2ccccc2c1-c1ccc2cc[nH]c2c1
→ -28%	?	?
COc1ccc(-n2c(=S)[nH]c3cc(C(=O)NCc4ccco4)ccc3c2=O)cc1OC
→ -1%&-3%	-20%&18%	-25%&-29%
COc1cccc(OCc2nc3ncc(Br)cc3[nH]2)c1
→ 1%	4.1µM*	2.9µM*
COc1ccc(C)cc1NC(=O)C(Sc1nnc(Nc2cc(C)ccc2OC)s1)c1ccccc1 (stereo unspecified)
→ -7%	?	?

# One compound at a time, as listed above:
# O=C(NCCCO)C(=O)Nc1c2c(nn1-c1ccc(F)cc1)CSC2 is listed as GCN5L2 inh = -19%; DT40 TDP1 CPT = -6%; DT40 TDP1 no CPT = -5%
# O=S(=O)(c1ccc(Cl)cc1)c1snnc1-c1ccccc1 is listed as GCN5L2 inh = 0%; DT40 TDP1 CPT = 5.2µM*; DT40 TDP1 no CPT = 4.1µM*
